SENP7 inh: blocks the human protease SENP7; Q9BQF6; recombinant SENP7, Z-RLRGG-aminoluciferin luminescence, 40 min; inhibition, % at 5 µM; hit rate 1.5% among 330,000; AID 434973;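 active means inhibition above about 50% at the single test dose, limit read from the data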;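 further: plate controls were DMSO with enzyme for no effect and no enzyme buffer wells for full effect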
Target sequence (Q9BQF6 706-1050 limits assumed): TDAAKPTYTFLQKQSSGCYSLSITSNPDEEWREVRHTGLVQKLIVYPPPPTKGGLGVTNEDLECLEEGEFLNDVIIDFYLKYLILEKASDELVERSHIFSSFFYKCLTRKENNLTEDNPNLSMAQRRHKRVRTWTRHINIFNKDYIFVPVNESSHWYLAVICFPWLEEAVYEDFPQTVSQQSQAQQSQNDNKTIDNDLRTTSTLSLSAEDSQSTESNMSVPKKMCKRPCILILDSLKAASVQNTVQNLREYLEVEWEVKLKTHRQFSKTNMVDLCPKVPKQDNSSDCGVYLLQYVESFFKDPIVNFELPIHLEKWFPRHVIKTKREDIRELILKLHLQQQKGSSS
Apaf1 inhib: inhibitors of human Apaf-1 apoptosome; inhibition, % at 20 µM; reconstituted apoptosome caspase-3 activity, DEVD-Rh110 fluorescence; O14727; AID 489030; hit rate 0.71% among 330,000; active means inhibition of at least 40% at 20 µM;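 further: plate controls were DMSO wells for no effect and DEVD-CHO caspase inhibitor wells for full effect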
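Material: reconstituted apoptosome with Apaf-1, cytochrome c, caspase-9, procaspase-3, dATP. Technique: Rh110 fluorescence intensity. Buffer or medium: pH 7.5 Hepes buffer with CHAPS, BSA, DTT. Times: 30 min plus 50 min, RT.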
HKDC1 inhibitor: inhibitors of human hexokinase HKDC1; Q2TB90; recombinant HKDC1, G6PDH/diaphorase resazurin coupled fluorescence; inhibition, % at 20 µM; hit rate 0.16% among 340,000; AID 493160;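 active means inhibition above about 35% when tested at 20 µM, limit read from the data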;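 further: plate controls were DMSO wells with enzyme for no effect and DMSO wells lacking enzyme for full effect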
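System: Recombinant HKDC1 hexokinase | Amount: HKDC1 at 5 µg/mL | Reagent: Glucose with 1 mM ATP | Doses: Single 20 µM dose | Incubation: Reaction time 90 min, room temperature, protected from light | Signal: Coupled resazurin fluorescence, excitation 525 nm, emission 613 nm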
Jurkat NFkB inh: inhibitors of the PMA/ionomycin-induced NF-kB reporter in Jurkat cells. PMA/ionomycin-induced NF-kB luciferase reporter, luminescence. inhibition, % at 4 µM. hit rate 0.53% among 330,000
UBC13 inh: human UBC13 polyubiquitination inhibition; P61088; UBC13 polyubiquitin chain formation, TR-FRET; inhibition, % at 20 µM; hit rate 0.47% among 330,000; AID 485273; in the data active means inhibition above about 45%, passing the limit was not always enough
Target sequence (P61088 whole entry, looked up): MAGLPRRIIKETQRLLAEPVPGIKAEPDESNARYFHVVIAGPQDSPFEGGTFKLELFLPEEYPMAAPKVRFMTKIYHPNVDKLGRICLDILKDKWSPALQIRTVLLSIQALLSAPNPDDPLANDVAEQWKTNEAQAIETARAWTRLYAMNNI
Gli-Sufu block: Gli-Sufu pathway antagonism; Sufu-KO-LIGHT fibroblasts, Gli luciferase reporter luminescence; inhibition, % at 5 µM; hit rate 0.74% among 340,000;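 active means inhibition above about 55%, limit read from the data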;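 further: 0% = DMSO-treated cells and 100% = wells with medium but no cells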
SENP8 block: blocks the human protease SENP8 | Q96LD8 | purified SENP8, Z-RLRGG-aminoluciferin cleavage, luminescence | inhibition, % at 10 µM | hit rate 1.2% among 330,000 | AID 2540
Target sequence (Q96LD8 whole entry, looked up): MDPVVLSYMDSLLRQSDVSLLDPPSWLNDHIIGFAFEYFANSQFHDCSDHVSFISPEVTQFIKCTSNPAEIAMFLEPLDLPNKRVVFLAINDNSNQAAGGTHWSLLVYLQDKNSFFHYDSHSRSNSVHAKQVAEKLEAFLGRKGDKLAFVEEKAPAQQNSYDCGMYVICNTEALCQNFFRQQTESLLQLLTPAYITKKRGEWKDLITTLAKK
697 NFkB inh: inhibitors of the PMA/ionomycin-induced NF-kB reporter in 697 B cells | 697 B-cell NF-kB luciferase reporter, 16 h | inhibition, % at 4 µM | hit rate 0.33% among 330,000 | AID 435022; in the data active means inhibition above about 35%
Numbers without * were called inactive; . = not tested or not shown. Unless noted, no stated cut-off is given here; in the data, active means inhibition above about 50%; inactive means the rest.

Molecule	SENP7 inh	Apaf1 inhib	HKDC1 inhibitor	Jurkat NFkB inh	UBC13 inh	Gli-Sufu block	SENP8 block	697 NFkB inh
CCOc1ccc(S(=O)(=O)N2CCN(C(=O)CN3C(=O)NC4(CCCC4)C3=O)CC2)cc1	-4	-8	-2	4	0	-2	4	-7
FC(F)(F)c1nc2ccccc2nc1N/N=C/c1c(Cl)cccc1Cl	-8	-2	-5	6	-59	3	4	-18
COc1ccc(NC(=O)CSc2ccc(-c3sc(C)nc3C)nn2)cc1OC	-1	-10	16	15	-12	0	11	9
Cc1ccc2[nH]c(=S)cc(C)c2c1	12	2	2	-4	-17	10	-3	-16
COCCCN=C(c1ccco1)n1c(=S)nc(-c2ccco2)n(CCCOC)c1=S	0	-5	0	-19	-16	-33	-1	-43
COc1ccc(S(=O)(=O)N2CCCC2CNC(=O)C(=O)NCc2ccc3c(c2)OCO3)cc1 (configuration not stated)	-5	8	-3	6	-10	0	-2	6
O=C(CN1C(=O)COc2ccc(S(=O)(=O)N3CCCC3)cc21)Nc1cccc(F)c1	-9	-5	4	12	-4	-16	1	-4
Oc1c(Cl)cc(Cl)c2c1NCCC2	-1	47*	10	3	-15	-26	-5	-15

One compound at a time, as listed above. Order of values: SENP7 inh | Apaf1 inhib | HKDC1 inhibitor | Jurkat NFkB inh | UBC13 inh | Gli-Sufu block | SENP8 block | 697 NFkB inh
Oc1c(Cl)cc(Cl)c2c1NCCC2 reads -1 | 47* | 10 | 3 | -15 | -26 | -5 | -15
CCOc1ccc(S(=O)(=O)N2CCN(C(=O)CN3C(=O)NC4(CCCC4)C3=O)CC2)cc1 reads -4 | -8 | -2 | 4 | 0 | -2 | 4 | -7
O=C(CN1C(=O)COc2ccc(S(=O)(=O)N3CCCC3)cc21)Nc1cccc(F)c1 reads -9 | -5 | 4 | 12 | -4 | -16 | 1 | -4
COCCCN=C(c1ccco1)n1c(=S)nc(-c2ccco2)n(CCCOC)c1=S reads 0 | -5 | 0 | -19 | -16 | -33 | -1 | -43
Cc1ccc2[nH]c(=S)cc(C)c2c1 reads 12 | 2 | 2 | -4 | -17 | 10 | -3 | -16

Four of these compounds in another layout.
Structure: FC(F)(F)c1nc2ccccc2nc1N/N=C/c1c(Cl)cccc1Cl
  SENP7 inh = -8	Apaf1 inhib = -2	HKDC1 inhibitor = -5	Jurkat NFkB inh = 6	UBC13 inh = -59	Gli-Sufu block = 3	SENP8 block = 4	697 NFkB inh = -18
Structure: COc1ccc(NC(=O)CSc2ccc(-c3sc(C)nc3C)nn2)cc1OC
  SENP7 inh = -1	Apaf1 inhib = -10	HKDC1 inhibitor = 16	Jurkat NFkB inh = 15	UBC13 inh = -12	Gli-Sufu block = 0	SENP8 block = 11	697 NFkB inh = 9
Structure: Cc1ccc2[nH]c(=S)cc(C)c2c1
  SENP7 inh = 12	Apaf1 inhib = 2	HKDC1 inhibitor = 2	Jurkat NFkB inh = -4	UBC13 inh = -17	Gli-Sufu block = 10	SENP8 block = -3	697 NFkB inh = -16
Structure: COCCCN=C(c1ccco1)n1c(=S)nc(-c2ccco2)n(CCCOC)c1=S
  SENP7 inh = 0	Apaf1 inhib = -5	HKDC1 inhibitor = 0	Jurkat NFkB inh = -19	UBC13 inh = -16	Gli-Sufu block = -33	SENP8 block = -1	697 NFkB inh = -43

Next section
Molecule	SENP7 inh	Apaf1 inhib	HKDC1 inhibitor	Jurkat NFkB inh	UBC13 inh	Gli-Sufu block	SENP8 block	697 NFkB inh
COc1cccc(CNc2nc3nc(C)c(Cl)c(C)n3n2)c1	-4	14	-4	-33	-1	-42	-11	-70
O=C(NCCO)c1ccc(Cl)c(Cl)c1	-4	5	-5	-13	-7	-2	-11	-9
CCOC(=O)C1=CN(Cc2ccc(OC)cc2)C=C(C(=O)OCC)C1c1cccs1	5	14	2	-17	2	5	-2	-2
O=C1Nc2cc(C(F)(F)F)ccc2N2CCCCC12 (configuration not stated)	1	11	-1	-15	4	-17	-1	-15
O=C(CN1c2ccccc2S(=O)(=O)c2ccccc21)NCc1ccccc1	-4	11	-2	-12	13	-10	3	-40
Cc1c([N+](=O)[O-])cnc(Sc2ccccc2)c1[N+](=O)[O-]	9	-7	19	-8	-7	-14	3	-32
COCCCNC(=O)CCC(=O)NNc1nc2ccccc2c2nc(-c3ccccc3)nn12	-5	2	-6	-23	-13	9	-4	-24
CCCCOc1ccccc1/C=N/NC(=O)CC#N	2	-7	-5	18	8	-4	2	13
O=C(CCCN1C(=O)/C(=C\c2cccs2)SC1=S)NNC(=O)c1cccnc1	5	23	-5	1	-12	38	-13	9
CC(C)(CNS(=O)(=O)c1ccc2ccccc2c1)N1CCOCC1	-8	10	0	-16	0	8	-14	-9
COc1ccc(OC)c(NC(=O)CSc2nnc(C3CCCCC3)n2-c2ccccc2)c1	-3	21	2	-7	24	3	2	-43
NS(=O)(=O)c1ccc(-n2nncc2C23CC4CC(CC(C4)C2)C3)cc1	6	-2	1	0	2	1	1	-13
Cc1nn(Cc2ccccc2)c(Cl)c1/C=C/C(=O)OC(C(=O)NC(N)=O)C(C)C (configuration not stated)	0	-2	-11	13	2	3	-2	-6
CCCCNC(=S)NCCN1CCCCC1	1	1	1	-5	5	7	1	13
O=C(c1c(Cl)cccc1Cl)N1CCCCCC1	0	-1	-5	-2	-1	0	1	10
CC(=O)Nc1sc2c(c1C(c1ccccn1)N1CCN(C)CC1)CCCC2 (configuration not stated)	6	-11	-6	3	18	2	5	2
COc1ccc(OC)c(NC(=O)c2cccc(Cn3cc(Br)c([N+](=O)[O-])n3)c2)c1	-7	6	15	1	-1	10	-13	5
COc1cccc(-n2c(CNC(=O)OC(C)(C)C)n[nH]c2=S)c1	-1	-4	-6	9	6	2	-4	5
O=C(Nc1ccc2c(c1)OCCO2)C1CC(c2ccc(F)cc2)=NO1 (configuration not stated)	-1	1	1	-5	11	6	-2	12
N=C(N)Sc1nc(N2CCCCC2)nc(N2CCCCC2)n1	5	-11	-7	10	1	2	-6	-8
CCOC(=O)Cn1c(C)[n+](CC(=O)c2ccccc2)c2ccccc21	6	-9	-2	1	3	-3	5	16
O=C(Nc1ccc(N2CCOCC2)cc1)Nc1cnsn1	3	12	5	-30	-8	-27	-3	10
CCOc1ncccc1C(=O)OCC(=O)Nc1cccc(C(C)=O)c1	6	-22	-8	-5	13	-3	4	16
c1ccc(-c2onc3c2CCCC3)cc1	5	11	-3	-5	-3	-1	-7	6
CCC(NC(=O)c1ccncc1)c1ccccc1 (configuration not stated)	0	-7	6	-4	4	9	2	16
CCC/C(O)=N\S(=O)(=O)c1ccc(N=NN(C)C)cc1	7	4	-7	-10	-8	-4	8	-26
Cc1ccc(C)c(NC(=S)N(CCc2ccncc2)C(C)C)c1	0	-2	-7	-5	3	-12	-2	-9
CC(C)Oc1ccc(C(=O)NCC(=O)N2CCN(S(=O)(=O)/C=C/c3ccccc3)CC2)cc1	-7	3	-2	8	-2	-7	5	4
Cc1onc(-c2ccccc2)c1C(=O)N1CC(C)OC(C)C1 (configuration not stated)	-5	-2	-7	16	8	6	-1	9
CCOC(=O)c1c(C)[nH]c(C(=O)COC(=O)C2CC2C)c1C (configuration not stated)	-1	-18	-2	-78	0	-102	-7	-52
CCCCCCNC(=O)CC(c1ccccc1)c1cc(Br)ccc1O (configuration not stated)	-12	24	2	-8	-2	5	0	-3
Cc1cc(Cl)ccc1OCC(=O)OCC(=O)c1c(N)n(C)c(=O)n(C)c1=O	-4	-1	-3	9	8	-2	2	20
Cc1cc(NC(=O)CSc2ccccn2)cc(NC(=O)CSc2ccccn2)c1	4	6	5	5	8	16	4	15
C=CCNc1sc(C(=O)C(C)(C)C)c(N)c1C#N	-4	4	-2	2	-4	0	1	-20
CSc1ccc(Cl)c(C(=O)OCC(=O)N2CCN(C(=O)c3ccco3)CC2)c1	10	10	-2	-4	6	-37	0	-9
CCC1COCCS(=O)(=O)N1Cc1ccc(F)cc1 (configuration not stated)	4	3	-7	-2	4	-8	2	2
CCc1ccc(CNC(=O)CCn2ccc3cc(S(=O)(=O)N4CCCC4)ccc32)cc1	-10	11	-2	-3	4	3	-8	-3
CC(C)NC(=O)CC(c1ccccc1)c1cc(Br)ccc1O (configuration not stated)	0	-9	-10	12	2	-4	-4	10
CC(C)Nc1nnc(SCc2cc(=O)n3ccsc3n2)s1	-1	10	-7	-8	-3	0	-6	3
CC1=NN(C(N)=S)C(=O)C1N=Nc1ccc(C)c(Br)c1 (configuration not stated)	78*	-2	-29	-70	-12	-60	93*	-161
O=C1CCCC(=O)N1c1ccc(F)cc1	5	-5	-5	-16	4	-2	10	-1
CCCS(=O)(=O)N1CCCC(C(=O)Oc2ccc(OC)cc2)C1 (configuration not stated)	4	5	-6	-7	-1	4	11	-6
O=C1N=C(c2ccccc2)S/C1=C\c1cccs1	-5	-8	4	-4	-28	11	-17	-21
COc1ccc(-c2cc3c(=O)n(CC(=O)NCc4cccnc4)ncn3n2)cc1	-4	-8	-6	-44	18	-83	4	-51
Cc1cccc(C)c1NC(=O)CSCc1cccc(CSCC(=O)Nc2c(C)cccc2C)n1	1	11	-1	17	2	5	-3	6
CC1CCc2[nH]c3ccc(C(=O)N4CCCC(C(F)(F)F)C4)cc3c2C1 (configuration not stated)	0	35	-15	-4	-2	-2	0	-1
COc1ccc(NC(=O)c2ccc(Cl)c(NC(=O)c3ccncc3)c2)cc1	-10	-1	.	-5	-4	.	-12	4
CN(C)c1ccc(/C=N/NC(=S)NCc2ccccc2)cc1	0	25	2	-28	9	15	-3	-26
CCC(C)N=CC1=C(O)CC(c2ccccc2)CC1=O (configuration not stated)	-4	12	-3	0	-6	2	-2	2
Cn1c(=O)c2c(nc(CN3CCC(C(N)=O)CC3)n2Cc2c(Cl)cccc2Cl)n(C)c1=O	-5	1	-1	-9	6	7	-5	5
COc1ccc(OC)c(NC(=O)CC2SC(=NCc3ccccc3)NC2=O)c1 (configuration not stated)	-3	6	-3	-2	-7	-13	-8	-7
COc1cc2c(cc1OC)C(COc1ccc3c(C)cc(=O)oc3c1)N(C(=O)c1ccco1)CC2 (configuration not stated)	-2	23	-11	30	6	14	-7	27
